Bioassay records as filed in PubChem BioAssay.
Efflux pump inh: inhibitors of Candida efflux pumps in yeast, primary screen, S. cerevisiae, Nile Red, multiplex; 330,000 compounds, 0.44% hits; inhibition, % at 10 µM; S. cerevisiae Candida pump triplex;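 active = plate passing quality check with inhibition over a set limit, or well fluorescence over plate mean plus 4 SD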;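 also: Nile Red retained in pooled yeast measured as flow cytometry median fluorescence; 0% = buffer negative control and 100% = Enniatin B positive control; higher means more Nile Red kept so more efflux inhibition; some compounds called inactive have numbers as strong as hits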
core dimer inh: inhibitors of HCV core protein dimerization, primary screen, biochemical, TR-FRET, high-throughput. TR-FRET GST/Flag-core106 dimerization, 1536-well. inhibition, % at 5 µM. 300,000 compounds, 0.33% hits;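 active = inhibition above the mean of all tested compounds plus 3 SD, set per screening campaign, cut at about 45% in these data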
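Test system: GST/Flag-tagged HCV core106 proteins; Medium: KF-containing HEPES buffer, pH 7.45, DTT, CHAPS, BSA; Times: compound-protein-antibody incubation 4 h at 22.5 °C; Detection: TR-FRET 671 and 617 nm emission; Benchmarks: wells lacking GST-core106 and wells with excess unlabelled core106.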
TPT1 inhibitor: Candida albicans TPT1 enzyme inhibitors, primary screen, biochemical, fluorescence polarization. tRNA 2'-phosphotransferase TPT1 (Candida albicans SC5314). recombinant caTPT1, FP RNA substrate dephosphorylation. inhibition, % at 5 µM. 300,000 compounds, 0.81% hits;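 active = inhibition above the mean of all tested compounds plus 3 SD, set per screening campaign, cut at about 24% in these data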;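 also: plate controls were DMSO alone for no effect and ferristatin control at 100 nM for full effect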
CTSL1 counter: Fasciola hepatica cathepsin L1 inhibitors, primary screen, counter-screen for PFM18AAP inhibitor project, biochemical, QFRET, fluorogenic peptide substrate | recombinant F. hepatica cathepsin L1, Z-Leu-Arg-MCA fluorescence | inhibition, % at 5.96 µM | 300,000 compounds, 0.49% hits;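 active = inhibition above the mean of all tested compounds plus 3 SD, set per screening campaign, cut at about 17% in these data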;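 also: 0% = plate median of test compound wells and 100% = 1 µM Z-Phe-Ala-diazomethylketone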
GASC-1 inh: inhibitors of GASC-1 histone demethylase, primary screen, biochemical, fluorescence, DELFIA europium | GST-JMJD2C(1-420) H3K9me3 demethylation | 330,000 compounds, 0.069% hits | AID 2099, 2009 | inhibition, % at 2.35 µM;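 active = more than half of a compound's replicate wells show inhibition beyond 50%, single wells judged on their own value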;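 also: signal counts dimethyl H3K9 product captured on neutravidin plate; 0% = median of DMSO wells and 100% = 0.3 times that DMSO median; strong numbers were not always called active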
Target sequence (Q9H3R0 1-420 limits assumed): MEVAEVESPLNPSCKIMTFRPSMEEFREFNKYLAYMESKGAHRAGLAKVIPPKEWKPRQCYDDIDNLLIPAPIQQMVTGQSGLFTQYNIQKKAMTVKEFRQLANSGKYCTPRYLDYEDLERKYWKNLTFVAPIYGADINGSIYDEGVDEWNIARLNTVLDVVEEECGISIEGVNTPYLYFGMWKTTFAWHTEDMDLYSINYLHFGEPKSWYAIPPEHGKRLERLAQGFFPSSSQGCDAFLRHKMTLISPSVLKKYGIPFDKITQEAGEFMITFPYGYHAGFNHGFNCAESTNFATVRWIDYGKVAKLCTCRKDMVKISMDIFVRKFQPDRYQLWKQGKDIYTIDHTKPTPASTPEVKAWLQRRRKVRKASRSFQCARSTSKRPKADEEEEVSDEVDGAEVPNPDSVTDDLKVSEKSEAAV
PP1 inh: PP1-alpha phosphatase inhibitors, primary screen, counter-screen for PP5 inhibitor project, biochemical, fluorescence, OMFP substrate, single point; Serine/threonine-protein phosphatase PP1-alpha catalytic subunit (Homo sapiens), P62136; purified PP1alpha; inhibition, % at 6.7 µM; 320,000 compounds, 0.9% hits;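 active = inhibition above the mean inhibition of all tested compounds plus 3 SD, computed separately for each screening campaign, cut at about 15% in these data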
proCasp3 act: activators of human procaspase-3 D3A mutant, primary screen, biochemical, absorbance, PC-3 D3A mutant, single concentration. AID 463141, 2010. activation, % at 8.5 µM. recombinant procaspase-3 D3A, Ac-DEVD-pNA absorbance 405 nm. 330,000 compounds, 0.11% hits. Caspase-3 (Homo sapiens), P42574;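 active = activation above the mean of all tested compounds plus 3 SD, cut at about 21% in these data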;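 also: 0% = DMSO alone and 100% = DMSO wells spiked with extra 5 µM PC-3 D3A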
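Evaluation: percent activation relative to control range; Material: Procaspase-3 D3A mutant, all three cleavage aspartates alanine; Compound: single dose, 8.5 µM nominal compound, 0.8% DMSO; Replication: one well per compound; Signal: absorbance at 405 nm, 0 and 120 min; Schedule: 1 h preincubation plus 2 h reaction at 25 °C.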
proCasp7 act: procaspase-7 activators, primary screen, counter-screen for procaspase-3 activator project, biochemical, absorbance, HTS, human; activation, % at 8.5 µM; Caspase-7 (Homo sapiens), P55210; recombinant procaspase-7, Ac-DEVD-pNA absorbance 405 nm; D23A/D198A/D206A triple mutant, cannot self-cleave; scale: DMSO 0, 5 µM enzyme 100; 330,000 compounds, 0.093% hits;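 active = percent activation above the screen-wide mean plus 3 SD, cut at about 25% in these data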
Target sequence (P55210 whole entry D23A/D198A/D206A): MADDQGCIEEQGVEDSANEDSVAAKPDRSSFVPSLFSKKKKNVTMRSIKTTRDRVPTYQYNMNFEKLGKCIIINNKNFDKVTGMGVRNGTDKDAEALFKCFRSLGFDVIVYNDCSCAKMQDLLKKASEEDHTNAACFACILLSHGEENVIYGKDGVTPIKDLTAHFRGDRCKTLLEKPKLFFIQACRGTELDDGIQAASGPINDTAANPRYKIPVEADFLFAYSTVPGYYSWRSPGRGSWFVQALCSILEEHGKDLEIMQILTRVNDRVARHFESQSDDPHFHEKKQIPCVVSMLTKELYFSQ
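signal = Epi-absorbance of released pNA at 405 nm, two timepoints | assay system = Uncleavable procaspase-7 mutant enzyme | reagent = Ac-DEVD-pNA substrate, 400 µM as added | times = 1 h enzyme–compound preincubation and 2 h substrate reaction, both 25 °C | benchmarks = low DMSO alone, high DMSO plus 5 µM PC-7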
PP5 primary: PP5 phosphatase inhibitors, primary screen, biochemical, fluorescence. Serine/threonine-protein phosphatase 5 (Homo sapiens), P53041. purified PP5c, OMFP substrate fluorescence. inhibition, % at 6.7 µM. 320,000 compounds, 0.18% hits. AID 1987, 2009;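 active = inhibition above the campaign's mean inhibition across all tested compounds plus 3 SD, cut at about 9.5% in these data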;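 also: 0% = DMSO only and 100% = 100 µM cantharidin control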
* hit, by the source's call; . = not tested or not shown; & = joins results of further samples.

A first look (five entries):
No.	Structure	Efflux pump inh	core dimer inh	TPT1 inhibitor	CTSL1 counter	GASC-1 inh
1	C[C@H](NC(=O)OC(C)(C)C)C(=O)NCC1CCC(C(=O)N[C@@H](Cc2ccccc2)C(=O)O)CC1 (stereo partly specified)	0.6	0	2	-3	-28
2	COc1cc(CCCN2C(N)=NC[C@@H]2Cc2ccccc2)cc(OC)c1OC	-0.1	-22	-1	-5	3
3	O=C(Nc1nnc(-c2ccccc2)o1)c1cc(Cl)sc1Cl	1.3	3	-1	1	2
4	Cc1cnc(C(=O)OCC(=O)N(C)CC(=O)Nc2ccccc2Cl)cn1	0.0	0	2	2	12
5	c1ccc(Cn2nnc3cnccc32)cc1	-0.1	2	-2	-1	7

No.	PP1 inh	proCasp3 act	proCasp7 act	PP5 primary
1	6	-10	4	-0.1
2	0	3	2	1.4
3	0	3	0	1.7
4	3	-13	3	0.0
5	-2	7	0	1.5

All compounds of this part, from the first entry:
No.	Structure	Efflux pump inh	core dimer inh	TPT1 inhibitor	CTSL1 counter	GASC-1 inh
1	C[C@H](NC(=O)OC(C)(C)C)C(=O)NCC1CCC(C(=O)N[C@@H](Cc2ccccc2)C(=O)O)CC1 (stereo partly specified)	0.6	0	2	-3	-28
2	COc1cc(CCCN2C(N)=NC[C@@H]2Cc2ccccc2)cc(OC)c1OC	-0.1	-22	-1	-5	3
3	O=C(Nc1nnc(-c2ccccc2)o1)c1cc(Cl)sc1Cl	1.3	3	-1	1	2
4	Cc1cnc(C(=O)OCC(=O)N(C)CC(=O)Nc2ccccc2Cl)cn1	0.0	0	2	2	12
5	c1ccc(Cn2nnc3cnccc32)cc1	-0.1	2	-2	-1	7
6	CCOc1ccc(NC(=O)c2cc3n(n2)C(C(F)(F)F)CC(c2ccco2)N3)cc1 (stereo unspecified)	-0.2	6	1	3	0
7	COC(=O)c1c(NC(NC(=O)C(C)C)C(Cl)(Cl)Cl)sc2c1CCC2 (stereo unspecified)	-0.3	-3	6	-1	-8
8	O=C(NCCc1cn[nH]c1)C1CCC(=O)N(CCc2cccc(F)c2)C1 (stereo unspecified)	-0.1	2	-2	-1	6
9	Cc1nnc(SCC(=O)Nc2ccc(F)cc2F)n(N)c1=O	0.2	0	-1	-2	1
10	O=C(COC(=O)/C=C/c1cccc(F)c1)NC1CCCCCC1	-0.1	.	.	.	8
11	Nc1cc(C(=O)OCC(=O)NCC2CCCO2)ccc1Cl (stereo unspecified)	0.1	-2	0	-3	-3
12	COc1cccc(CNC(=O)CN2C(=O)COc3ccc(S(=O)(=O)N4CCOCC4)cc32)c1	0.2	0	1	-4	-16
13	Cc1ccc(C)c(S(=O)(=O)N2CCN(Cc3ccc(O)c4ncccc34)CC2)c1	0.1	9	-6	1	-9
14	COc1ccc(NC(=O)Cn2cc(C(=O)c3ccco3)c3ccccc32)cc1	0.2	3	1	4	5
15	CC(=O)c1ccc(OCC(O)CN2CCN(c3ccccn3)CC2)cc1 (stereo unspecified)	0.1	0	0	-1	2

No.	PP1 inh	proCasp3 act	proCasp7 act	PP5 primary
1	6	-10	4	-0.1
2	0	3	2	1.4
3	0	3	0	1.7
4	3	-13	3	0.0
5	-2	7	0	1.5
6	1	-5	6	1.4
7	0	-3	-2	1.5
8	7	5	3	-0.1
9	-6	-3	-10	0.7
10	.	-5	7	.
11	0	-8	7	2.5
12	-1	-5	-10	2.5
13	31*	-7	-19	6.3
14	7	-9	1	3.4
15	-5	-1	7	0.7

More records follow.
No.	Structure	Efflux pump inh	core dimer inh	TPT1 inhibitor	CTSL1 counter	GASC-1 inh
16	O=C1c2cccc3cccc(c23)C(=O)N1CC1CCN(S(=O)(=O)c2ccc(F)cc2)CC1	0.0	3	-1	-1	7
17	COc1cc(OC)cc(OC(=O)C2CCN(C(=O)c3ccc(F)cc3)CC2)c1	0.1	1	1	-2	2
18	COc1ccc(/C=N\NC(=O)c2ccc(F)cc2)cc1COc1ccccc1C(N)=O	-0.2	7	-4	1	1
19	COC(=O)c1ccc(CSc2nc3ccccc3s2)o1	0.1	4	-1	-4	3
20	Cn1c(=O)[nH]c(=O)c2c1nc(N1CCCCC1)n2C/C=N/Nc1ccc(C(=O)O)cc1	-0.1	-5	-3	1	25
21	Cc1ccc(-n2c3c(c(O)c(-c4ccccc4)c2=O)C(=O)CC(C)(C)C3)cc1	0.2	0	1	4	3
22	Cc1ccc(C2C=C(c3ccccc3)Nc3ncnn32)cc1 (stereo unspecified)	0.0	-16	-7	14	12
23	CCc1ccc(NC(=O)c2ccc(-n3cncn3)c([N+](=O)[O-])c2)cc1	0.0	-9	-1	-3	.
24	CCc1ccc(-n2ccc(=O)c(C(=O)O)n2)cc1	-0.1	3	-2	-6	-12
25	CCN(CC(=O)NCc1ccc(Cl)cc1)C(=O)CCOc1ccccc1C	0.0	3	-2	1	-12
26	Cc1ccc(CCNC(=O)C2CCCN(S(=O)(=O)c3c(C)nn(C)c3C)C2)cc1 (stereo unspecified)	0.1	1	-2	-1	-5
27	COc1ccc(C(=O)N2CCN(c3nc4ccccc4o3)CC2)cc1OC	0.1	-3	2	-4	-17
28	O=C1N[C@@H](Cc2ccccc2)C(=O)N2[C@H]1C[C@]1([C@]34C[C@H]5C(=O)N[C@@H](Cc6ccccc6)C(=O)N5[C@H]3N(S(=O)(=O)c3ccccc3)c3ccccc34)c3ccccc3N(S(=O)(=O)c3ccccc3)[C@H]21	0.8*	60*	-2	-2	4
29	CCC(=O)Nc1ccc(NC(=O)c2ccc3c(c2)OCO3)cc1	-0.1	-1	1	-5	0
30	COc1ccc(C(=O)NCC(=O)N2CCCCC2)cc1OC	0.0	-1	3	-5	6

No.	PP1 inh	proCasp3 act	proCasp7 act	PP5 primary
16	7	3	-8	0.5
17	-2	5	-2	-0.5
18	1	-15	-9	0.4
19	-2	8	-7	4.6
20	1	1	-6	0.3
21	0	-1	-6	-0.1
22	-3	3	0	-6.1
23	-5	4	-2	4.0
24	0	-3	0	0.6
25	-6	-8	7	-0.8
26	-2	10	4	0.8
27	-1	-1	-8	-1.8
28	30*	10	1	0.7
29	-4	5	6	-0.2
30	3	7	-2	2.2

Next part.
No.	Structure	Efflux pump inh	core dimer inh	TPT1 inhibitor	CTSL1 counter	GASC-1 inh
31	CCN(CC)/C(N)=N/c1nc(C)cc(C)n1	0.0	4	-2	1	8
32	CCCc1cc(=O)oc2cc(Oc3ncccn3)ccc12	-0.1	2	2	3	6
33	COc1ccc(C(C)=O)cc1CSc1nc2ccccc2c(=O)n1-c1ccccc1C	0.0	14	2	-3	2
34	Cc1noc(NC(=O)c2ccccc2)c1C#N	-0.1	0	-5	1	-7
35	CC1(C)CCC/C(=C\c2ccccc2)C1=O	0.0	-5	0	1	0
36	O=c1[nH]c2ccccc2c(O)c1-c1ccccc1	0.0	-2	1	1	14
37	Cc1ccc(S(=O)(=O)Cn2nnnc2C(CC(C)C)N2CCC(C(N)=O)CC2)cc1 (stereo unspecified)	-0.1	-5	2	0	-3
38	CCOC(=O)C1=C(C)N=c2s/c(=C3\C(=O)Nc4ccccc43)c(=O)n2C1c1ccc2c(c1)OCO2 (stereo unspecified)	-0.2	-2	-2	0	-1&0
39	Cc1c(C#N)c2ncnc(N)c2n1-c1ccccc1	0.7	1	1	-4	-11
40	CCCCC(=O)Nc1cccc(C(=O)N/N=C/c2ccc(OC)cc2OC)c1	0.0	3	-2	0	-19
41	COc1ccc(-c2nc3cnccn3c2Nc2ccc3c(c2)OCO3)cc1	-0.1	2	-1	0	1
42	CCN1C(=O)c2ccccc2Sc2ccc(C(=O)NCCN3CCOCC3)cc21	-0.1	4	-3	-1	-5
43	O=C(Nc1ccc(Nc2ccccc2)cc1)c1ccc(Cl)cc1[N+](=O)[O-]	0.0	-4	0	-2	7
44	CCN(/N=C/c1ccccc1)c1cc(=O)n(C)c(=O)[nH]1	-0.1	-4	-2	2	-2
45	CCCC(=O)NCCc1cc(OC)c(OC)cc1Br	0.2	-10	-2	-5	13

No.	PP1 inh	proCasp3 act	proCasp7 act	PP5 primary
31	-5	-6	-1	-0.7
32	-1	7	3	1.6
33	6	3	2	0.2
34	0	-4	1	-0.8
35	-4	1	1	2.2
36	-3	4	1	1.2
37	3	6	6	4.6
38	5	-7	7	6.8
39	-1	-3	-1	-2.6
40	-1	8	12	-0.9
41	-1	4	0	3.5
42	-3	11	2	-0.7
43	1	-11	-6	0.0
44	-7	0	-1	-1.2
45	3	-8	-1	2.1

An unsorted share of the library. About 2.9% of those tested had a hit in this group.
